Compound activity (PubChem)
dFosB act – activators of delta FosB homodimer, primary screen, biochemical, fluorescence polarization, TAMRA-CDK5 oligo, single point; 340,000 compounds, 0.99% hits; AID 493131, 2011; purified delta FosB; percent of positive-control signal above neutral wells; Protein FosB (Mus musculus), P13346; activation, % at 25 µM;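 active means mean activation above about 17%, with every replicate also reaching it, limit read from the data, passing the limit was not always enough; inconclusive means only one of the two conditions met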;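 further: fluorescence polarization rise as delta FosB binds a TAMRA Cdk5 AP-1 oligo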
Target sequence (P13346 whole entry, looked up): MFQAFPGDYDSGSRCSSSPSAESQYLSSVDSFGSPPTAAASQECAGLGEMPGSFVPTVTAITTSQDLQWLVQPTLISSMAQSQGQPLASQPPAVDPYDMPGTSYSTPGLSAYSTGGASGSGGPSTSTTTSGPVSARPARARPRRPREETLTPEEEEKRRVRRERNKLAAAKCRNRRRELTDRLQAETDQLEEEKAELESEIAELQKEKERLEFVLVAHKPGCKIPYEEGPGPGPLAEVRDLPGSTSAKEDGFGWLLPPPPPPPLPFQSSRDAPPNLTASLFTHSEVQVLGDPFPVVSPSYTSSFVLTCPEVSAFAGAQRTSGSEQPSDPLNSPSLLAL
RTF Ca sens act – cardiac RTF calcium sensitivity activators, primary screen, biochemical, IANBD-TnC fluorescence, EC20 calcium; Troponin I, cardiac muscle (Homo sapiens) + Troponin T, cardiac muscle (Homo sapiens) + …; IANBD-labeled TnC RTF fluorescence at EC20 calcium; 0% EC20 calcium, 100% full calcium; activation, % at 7.2 µM; 340,000 compounds, 0.24% hits; AID 493008, 2010;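 active means activation above the mean over all tested compounds plus 3 SD, cut at about 30% in these data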;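 further: rise in fluorescence read as greater calcium sensitivity of cardiac thin filaments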
Rtt109 Vps75 – inhibitors of C. albicans Rtt109/Vps75 HAT, primary screen, biochemical, ThioGlo CoA-SH fluorescence, plate reader; purified Rtt109/Vps75, 4 h; inhibition, % at 34.9 µM; 330,000 compounds, 0.16% hits;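 active means inhibition of at least 50% in every replicate; inconclusive means best replicate reaches 50% inhibition but some replicates fall short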
Target sequence (Q5AAJ8 whole entry, looked up): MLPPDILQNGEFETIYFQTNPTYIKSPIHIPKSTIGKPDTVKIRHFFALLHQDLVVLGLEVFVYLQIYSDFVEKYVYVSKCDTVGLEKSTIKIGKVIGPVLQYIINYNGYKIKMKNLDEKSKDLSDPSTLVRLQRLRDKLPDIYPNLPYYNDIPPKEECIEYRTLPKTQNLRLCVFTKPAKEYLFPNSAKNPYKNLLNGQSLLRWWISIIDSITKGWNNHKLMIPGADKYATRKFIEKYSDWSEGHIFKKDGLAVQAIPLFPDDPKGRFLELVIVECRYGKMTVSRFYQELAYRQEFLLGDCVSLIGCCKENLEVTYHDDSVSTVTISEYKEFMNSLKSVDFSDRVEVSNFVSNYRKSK
CAL PDZ FP-1 – CAL PDZ peptide-binding inhibitors, primary screen, biochemical, fluorescence polarization, Cer-tagged CAL PDZ, HTS; 330,000 compounds, 0.02% hits; inhibition, % at 20 µM; Golgi-associated PDZ and coiled-coil motif-containing protein (Homo sapiens), Q9HD26; purified CAL PDZ, TMR-peptide fluorescence polarization, 1 h; AID 504414, 2011;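 active means highest replicate inhibition of at least 40%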;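 further: plate controls were DMSO neutral control wells for no effect and unlabeled competitor peptide control wells for full effect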
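Material – purified CerCALP PDZ construct · Detection – FP readout, S and P plane fluorescence · Measure – percent inhibition from loss of millipolarization · Controls – unlabelled peptide for full inhibition, DMSO wells as neutral · Probe or stimulus – TMR-labelled reporter peptide T*-PRC34 bound in PDZ groove · Times – 1 h at RT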
MITF TRPM1 HTS – activators of MITF-driven TRPM1 promoter reporter, primary screen, cell-based, SK-MEL-5, luciferase, single point; SK-MEL-5 TRPM1-promoter luciferase, 24 h; % of positive control, neutral wells = 0; activation, % at 12.5 µM; 300,000 compounds, 0.75% hits; AID 588334, 2011;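 active means mean activation of at least 80% with every replicate also reaching 80%; inconclusive means mean reaches 80% but some replicate falls short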;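 further: 0% = neutral control wells and 100% = parthenolide positive control wells; values of inactives mirror those of a sister screen read the other way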
Wnt act – Wnt/beta-catenin pathway activators, primary screen, cell-based, plate reader, single point; Wnt/beta-catenin reporter cell assay, activator; activation, % at 9.35 µM; 300,000 compounds, 1.2% hits; AID 743398, 2014; in the data active means activation above about 30%, passing the limit was not always enough; inconclusive means no clear call, values can overlap the other calls;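 further: 0% = neutral control wells and 100% = positive control wells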
CDK5 inh – inhibitors of human CDK5/p35 kinase, primary screen, biochemical, single concentration | Cyclin-dependent kinase 5 (Homo sapiens) + Cyclin-dependent kinase 5 activator 1 (Homo … | Recombinant CDK5/p35, ADP-Glo luminescence, 60 min | inhibition, % at 10 µM | 330,000 compounds, 0.01% hits | AID 488839, 2010;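 active means highest replicate inhibition of at least 50% and at least 75% of replicates reaching 50%; inconclusive means only one of the two criteria met; inactive means both criteria failed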;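 further: plate controls were DMSO neutral control for no effect and GW8510 at 10 µM for full effect; many of its hits are not listed in these tables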
Tat transport – E. coli Tat export inhibitors, primary screen, MC4100, TorA-mCherry reporter, fluorescence, single point; inhibition, % at 10 µM; 340,000 compounds, 0.036% hits;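 active means mean replicate inhibition at least 50% and at least half of replicates individually reaching 50%; inconclusive means only one of the two criteria met; inactive means neither criterion met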;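 further: exported cargo escapes ClpAP degradation while cytoplasmic cargo is degraded and loses fluorescence; 0% = median of neutral control wells and 100% = median of NaSCN control wells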
CAL PDZ FP-2 – untagged CAL PDZ binding inhibitors, primary screen, biochemical, fluorescence polarization, HTS; Golgi-associated PDZ and coiled-coil motif-containing protein (Homo sapiens), Q9HD26; purified CAL PDZ, TMR-peptide fluorescence polarization, 1 h; inhibition, % at 24.9 µM; 300,000 compounds, 0.92% hits; AID 602252, 2012;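 active means mean inhibition of at least 30% with at least half of replicates also reaching 30%; inconclusive means no clear call, values can overlap the other calls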;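 further: 0% = DMSO neutral control and 100% = excess unlabeled competitor peptide PRC23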
V-ATPase pHluor – regulators of yeast V-ATPase proton pumping, primary screen, pHLuorin cytosolic pH fluorescence. S. cerevisiae. response, % at 10 µM. 350,000 compounds, 0.37% hits. AID 504577, 2011; in the data active means response mostly above about 7.3%, no sharp cut-off; inactive means mostly below about 5.4%; further: actives read high; inactives centre near 0; some compounds called inactive have numbers as strong as hits
An asterisk follows results filed as active; ? = inconclusive; · = no result given.

cpd	Structure	CDK5 inh	RTF Ca sens act	Wnt act	MITF TRPM1 HTS	Tat transport	Rtt109 Vps75	dFosB act	V-ATPase pHluor	CAL PDZ FP-1	CAL PDZ FP-2
1	COC(=O)C1(CCSC)NC(c2ccc(O)cc2)C2C(=O)N(c3ccc4c(c3)OCCO4)C(=O)C21 (stereo unspecified)	1.7	-6	1	3	6	-4	-2	-3	-0.3	-3
2	CCC1Oc2ccccc2N(CC(=O)Nc2ccc(OC)cc2OC)C1=O (stereo unspecified)	-1.2	-3	·	13	0	0	-9	-1	·	-4
3	CN(C)C(CNC(=O)CCNC(=O)c1ccc(Cl)cc1)c1ccco1 (stereo unspecified)	-0.3	-1	0	4	-6	-5	-7	3	-1.4	-1
4	Cn1ccc(C(=O)Nc2sc3c(c2C(N)=O)CCCCC3)n1	-3.0	-3	27	47	-12	3	0	-4	-2.1	-2
5	C=C(c1ccc2nc(NC(=O)OC)[nH]c2c1)c1cccs1	2.7	-6	-9	·	-12	-3	10	-6	0.5	8
6	Nc1nnc(SCC(=O)OCC(=O)Nc2ccc(Br)cc2)s1	-1.2	0	0	-9	1	-6	-1	1	-1.9	·
7	Cc1ccc(-n2c(C)cc(=O)cc2C)cc1[N+](=O)[O-]	0.0	0	1	-2	8	3	-1	0	-1.1	0
8	COc1ccc(CN2CCN(C(=O)CC(C)C)CC2)cc1OC	-0.4	-5	·	-19	10	-8	-13	3	-0.3	-2
9	CC1O[C@@H](O[C@H](C)CC/C=C/C(=O)O)C(O)C[C@H]1O (stereo partly specified)	-3.7	14	1	7	7	-1	4	-1	-1.1	-3
10	O=[N+]([O-])c1ccc(C2=Nn3c(Cn4nnc5ccccc54)nnc3SC2)cc1	5.8	-5	0	·	4	-5	1	-1	-0.5	·
11	Cc1ccc(S(=O)(=O)N2CCCC2C(=O)NC2CCCCC2)cc1 (stereo unspecified)	-1.6	-2	·	10	-7	-5	-1	-3	-0.1	1
12	CC(CCN1CCN(CCO)CC1)c1ccccc1 (stereo unspecified)	-0.7	1	-4	·	-4	6	1	5	0.6	-8
13	O=C(CC1CCCCC1)N=C1SC2CS(=O)(=O)CC2N1c1ccccc1 (stereo unspecified)	0.7	4	-1	9	1	0	-4	3	-1.9	-4
14	O=C1CC2C(=O)NCCN2C(=NC(=O)c2ccc(Cl)cc2)N1 (stereo unspecified)	-1.0	6	1	-3	5	-10	2	-1	-2.6	0
15	Cc1ccc(S(=O)(=O)N2CCC(C(=O)NC3CCCCC3C)CC2)cc1 (stereo unspecified)	1.1	-3	0	4	-13	5	-7	-3	-2.5	-4
16	CCC(C)Sc1ccc([C@H]2N[C@@](Cc3ccccc3)(C(=O)OC)[C@H]3C(=O)N(CC)C(=O)[C@@H]23)cc1 (stereo partly specified)	-1.2	-12	-6	-10	10	4	5	-6	-0.9	-8
17	O=S(=O)(Nc1ccccc1Cl)c1ccc(NS(=O)(=O)c2cccs2)cc1	-0.9	2	1	-5	-4	-10	-5	10	-1.1	-1
18	Oc1ccc(-c2[nH]ncc2-c2ccc(Br)cc2)c(O)c1	5.4	-2	2	-1	2	4	-2	-1	0.5	-2
19	CCN1CCCC(NC(=O)c2cc([N+](=O)[O-])ccc2OC)C1 (stereo unspecified)	-0.4	-1	-6	-8	-4	2	0	-1	0.6	-2
20	CN(C)CCCN(Cc1ccc2c(c1)OCO2)C(=O)NC1CCCCC1	0.5	0	1	-19	-6	4	4	-1	-1.0	0
21	CC(C)C(NC(=O)C1CCCCC1)C(=O)N1CCN(c2ccc(F)cc2)CC1 (stereo unspecified)	-0.8	1	-3	·	-2	18	0	-2	-1.9	-4
22	Cn1c(=O)[nH]c(NCCc2ccc(O)cc2)c([N+](=O)[O-])c1=O	0.7	1	2	-13	-9	0	3	2	-1.2	-4
23	O=C(O)c1cccnc1SCc1cn2cc(Br)ccc2n1	-3.6	0	-1	-10	-3	-7	4	2	·	2
24	CCC(C)(C#CCN1CCCCC1)OC(C)=O (stereo unspecified)	0.6	1	-6	5	-5	6	2	0	-0.1	-4
25	N#Cc1ccccc1S(=O)(=O)N1CCN(C(=O)C2CCC2)CC1	0.6	0	0	-1	-1	-6	5	2	-1.9	-3
26	CC(C)(C)n1cn[nH]c1=S	3.9	1	-4	6	-5	-6	-2	-1	-0.8	-4
27	O=C(O)c1cccc(-n2cccc2/C=N/O)c1	0.2	-3	·	·	4	15	-12	2	-1.2	-4
28	COc1ccc(C(C)=O)cc1COC(=O)c1cc(C)nc2ccccc12	-0.2	2	-4	7	-4	0	-7	-2	-3.1	3
29	CC/C(=N\NC(=O)c1nnn(-c2nonc2N)c1-c1cccs1)c1ccccc1	-0.1	7	-2	3	-6	7	-1	0	-1.6	-3
30	CCCNC(=O)c1oc2ccc3c(c2c1C)C(=O)CC(C)(C)O3	0.9	-2	59*	89*	2	-5	-8	5	-2.2	-3
31	O=C(CS(=O)(=O)c1c[nH]c2ccccc12)N1CCCc2ccccc21	-2.4	4	-1	-2	2	1	-1	-2	-0.3	0
32	Cc1cc(C)c(C)c(S(=O)(=O)N2CCC(C(=O)N3CCCCCCC3)CC2)c1C	-1.3	-3	1	-3	4	-3	-22	-2	-3.7	0
33	CC(C)NCCCCOc1cccc(Br)c1	-0.2	-3	-8	6	-1	-2	-5	-2	-0.6	-6
34	N#Cc1ccc(NC(=O)CNc2cc(S(=O)(=O)N3CCOCC3)ccc2NCC2CCCO2)cc1 (stereo unspecified)	-0.2	4	-2	-2	-1	16	-6	2	-1.3	-5
35	COc1ccc(OC)c(Cc2cnc3nc(N)nc(N)c3c2C)c1	-0.4	1	-5	-3	11	-1	4	-4	-1.7	-3
36	Cc1cc(NC(=O)c2cc3ccccc3o2)cc(C)c1OCC(=O)N1CCOCC1	-0.1	8	-1	31	4	-1	-10	0	-4.8	-3
37	CCCOc1ccc(C(=O)NNC(=S)NC(C)=O)cc1	2.1	1	-9	·	-19	-2	3	0	-0.5	-1
38	Cc1nc2ccc(C(=O)Nc3ccccc3Cl)cc2s1	1.1	4	11	10	1	-7	-8	3	-0.2	·
39	CCc1ccc(C(c2ccc(CC)cc2)C(Cl)Cl)cc1	-0.7	-3	-4	1	-2	-11	3	2	-0.3	-1
40	O=C(COC(=O)CNS(=O)(=O)c1ccc(Br)cc1Cl)NC1CC1	3.2	1	0	-3	1	2	-3	0	0.7	-2
41	O=C(O)CCC(=O)Nc1cccc(-c2nnc(-c3ccccc3)o2)c1	-1.2	4	3	·	-8	-2	-10	0	-0.5	2
42	O=C(Nc1nnc(-c2ccc(Cl)s2)o1)C1CCCCC1	-1.7	3	2	24	-7	1	6	-3	-0.7	·
43	COc1cc(C(=O)NC(C)c2ccc(S(N)(=O)=O)cc2)ccc1OCC(=O)N1CCOCC1 (stereo unspecified)	1.4	-3	-1	0	-7	-6	-9	5	-2.4	6
44	CCN1CCS/C1=C/C=C/C1=[N+](CC)CCS1	0.0	6	·	-51	10	16	1	2	-0.4	3
45	Cn1cc(C(=O)N2CCN(c3cccc(Cl)c3)CC2)c(=O)c2cc(S(=O)(=O)N3CCOCC3)ccc21	-0.4	1	0	-12	-1	-1	-10	-2	-0.5	4
46	Cc1nc2ccccc2n2c(-c3ccccc3)c3c(=O)n(C)c(=O)n(C)c3c12	0.4	-2	-9	10	3	-6	-3	1	-2.6	-1
47	CCN(c1ccccc1)S(=O)(=O)c1ccc2c(c1)CCCN2C(C)=O	1.2	3	-2	17	-5	-7	-6	-3	-2.4	-3
48	Cc1ccc(N=C2NC(=O)/C(=C/c3cccn3C)S2)c(C)c1	0.0	3	1	12	-4	3	-10	2	0.9	-8
49	O=C(c1ccc(S(=O)(=O)c2ccccc2)cc1)N1CCCCCC1	-3.8	2	-3	1	-2	6	-3	1	-1.0	-3
50	O=C(Nc1ccc(CSc2ccccc2)cc1)c1ccco1	0.9	-5	29	59	1	-8	?	1	-3.6	63*
51	COc1cc(C2C3=C(CC(C)(C)CC3=O)NC3=C2C(=O)c2ccccc23)ccc1O (stereo unspecified)	0.7	0	0	1	3	4	-10	6	1.2	-2
52	CN1CC[C@@H]2C(=O)N3CCc4ccc(Br)cc4[C@@H]3C[C@@H]21	-0.7	17	-1	-3	-3	1	10	0	0.3	-10

2 entries from above, in transposed form:
#46 Cc1nc2ccccc2n2c(-c3ccccc3)c3c(=O)n(C)c(=O)n(C)c3c12
#36 Cc1cc(NC(=O)c2cc3ccccc3o2)cc(C)c1OCC(=O)N1CCOCC1
screen / no.,46,36
CDK5 inh,0.4,-0.1
RTF Ca sens act,-2,8
Wnt act,-9,-1
MITF TRPM1 HTS,10,31
Tat transport,3,4
Rtt109 Vps75,-6,-1
dFosB act,-3,-10
V-ATPase pHluor,1,0
CAL PDZ FP-1,-2.6,-4.8
CAL PDZ FP-2,-1,-3
